GASC1 inh: inhibitors of human demethylase GASC-1 KDM4C. Q9H3R0. GST-KDM4C 2-372, H3K9me3 peptide, LANCE TR-FRET. inhibition, % at 12.5 µM. 96,000 compounds, 0.15% hits;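 active means mean replicate inhibition above about 25%, with at least 55% of replicates also reaching it, limit read from the data, passing the limit was not always enough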
Target sequence (Q9H3R0 2-372 limits assumed): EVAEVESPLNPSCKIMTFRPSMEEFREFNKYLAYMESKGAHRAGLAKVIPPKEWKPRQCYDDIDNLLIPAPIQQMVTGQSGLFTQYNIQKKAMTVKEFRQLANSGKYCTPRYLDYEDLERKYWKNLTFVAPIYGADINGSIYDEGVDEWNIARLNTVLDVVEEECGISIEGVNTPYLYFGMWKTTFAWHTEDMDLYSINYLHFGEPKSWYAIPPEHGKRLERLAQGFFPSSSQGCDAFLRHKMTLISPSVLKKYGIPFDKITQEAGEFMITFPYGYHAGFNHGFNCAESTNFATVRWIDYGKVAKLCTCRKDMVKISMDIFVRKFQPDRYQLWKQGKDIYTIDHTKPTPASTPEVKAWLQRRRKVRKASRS
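System: N-terminal GST-fused human GASC-1 (KDM4C) fragment, residues 2-372; amount: enzyme final amount 10 nM; incubation: reaction 30 min RT, detection step 1 h RT; medium: HEPES buffer, pH 7.5, plus ascorbate; technique: LANCE TR-FRET, Eu antibody, ULight-streptavidin, EDTA, ex 340 nm, em 618/671 nm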
Tcruzi prolif: T. cruzi proliferation inhibition; T. cruzi beta-gal in NIH3T3, GalScreen luminescence, 90 h; inhibition, % at 8.34 µM; 77,000 compounds, 5.9% hits; AID 624255;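 active means mean inhibition above about 93%, with at least 55% of replicates each passing it, limit read from the data, passing the limit was not always enough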
C diff HTS: blocks growth of Clostridium difficile; Clostridium difficile clinical isolate growth, OD600, 24 h; hits give low values; growth activity, negative = inhibition, % at 16 µg/mL (by protocol); 86,000 compounds, 0.25% hits; AID 1259249;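 active means mean growth activity at or below -80% and every replicate also at or below -80%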;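 further: 0% = DMSO wells and -100% = levofloxacin 16 µg/mL wells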
Pf Dd2 inh: blocks growth of Plasmodium falciparum Dd2 parasites | P. falciparum Dd2 growth, SYBR Green, 72 h; hits give low values | activity change, % at 10 µM | 94,000 compounds, 2.3% hits | AID 1159554; in the data active means activity change below about -80%
Numbers without * were called inactive; · = no result given.

SMILES | GASC1 inh | Tcruzi prolif | C diff HTS | Pf Dd2 inh
C[C@@H]1CN([C@@H](C)CO)C(=O)c2cc(NC(=O)Nc3ccccc3)ccc2O[C@@H]1CN(C)CC1CC1 | -1.2 | -3 | -2 | 0
COC(=O)C[C@H]1C[C@H]2c3cc(NS(=O)(=O)c4ccc(F)cc4)ccc3O[C@H]2[C@@H](CO)O1 | 1.9 | -34 | 0 | -1
C[C@H]1CCCCO[C@H](CN(C)C(=O)Nc2ccccc2)[C@@H](C)CN([C@@H](C)CO)C(=O)c2cc(NS(=O)(=O)c3cccs3)ccc2O1 | -0.5 | 9 | -3 | ·
C[C@H]1CN([C@@H](C)CO)C(=O)c2cc(C#CC(C)(C)O)cnc2O[C@H]1CN(C)C(=O)C1CCCCC1 | -0.8 | -137 | 0 | 29
COCC#Cc1ccc2c(c1)O[C@@H](CN(C)C(=O)C1CCOCC1)[C@@H](C)CN([C@H](C)CO)S2(=O)=O | -4.0 | 17 | 2 | 0
COc1ccc(-c2ccc3c(c2)[C@@H]2[C@@H](CCN2C(=O)NC2CCCCC2)[C@@H](CO)N3C)cc1 | 2.2 | 8 | 4 | -43
COc1ccccc1-c1cnc2c(c1)C(=O)N([C@H](C)CO)C[C@H](C)[C@H](CN(C)C(=O)c1ccncc1)O2 | 1.9 | 1 | -1 | 10
C[C@H](CO)N1C[C@H](C)[C@H](CN(C)C(=O)Nc2ccc3c(c2)OCO3)Oc2ccc(NS(=O)(=O)c3ccc(Cl)cc3)cc2CC1=O | -0.3 | 25 | · | 0
COc1ccc(NC(=O)N(C)C[C@@H]2Oc3ccc(NC(=O)Nc4c(C)noc4C)cc3CC(=O)N([C@@H](C)CO)C[C@H]2C)cc1 | 1.2 | 3 | 2 | 26
CC=Cc1ccc2n(c1=O)C[C@@H]1[C@@H](CO)[C@H](C(=O)NCCCN3CCOCC3)[C@H]2N1Cc1cocn1 (mixture of isomers) | 0.0 | -87 | 17 | ·
C[C@@H]1CCCCO[C@@H](CN(C)S(=O)(=O)c2ccc(F)cc2)[C@@H](C)CN([C@@H](C)CO)C(=O)c2cc(NC(=O)Nc3ccc4c(c3)OCO4)ccc2O1 | 1.5 | 24 | 3 | -73
CCC(=O)Nc1ccc2c(c1)OC[C@H](C)N(Cc1cccnc1)C[C@@H](C)[C@@H](OC)CN(C)C2=O | -1.8 | 75 | · | 4
CCS(=O)(=O)NCC[C@H]1CC[C@H](NS(=O)(=O)c2cccc(Cl)c2)[C@@H](CO)O1 | -2.5 | -25 | · | 0
CNC[C@@H]1Oc2c(NS(=O)(=O)c3cccs3)cccc2C(=O)N([C@H](C)CO)C[C@H]1C | -0.3 | 20 | -1 | 8
COc1ccccc1CNC(=O)C[C@H]1C[C@@H]2c3cc(NC(=O)CC4CC4)ccc3O[C@@H]2[C@@H](CO)O1 | 0.8 | 15 | -1 | -26
CCC(=O)Nc1ccc2c(c1)C(=O)N(C)[C@H]1CC[C@H](CC(=O)Nc3c(F)cccc3F)O[C@@H]1CO2 | 1.4 | 22 | · | ·
O=C(C1CC1)N1C[C@H]2[C@@H](c3ccccc31)[C@H](CO)N2C(=O)c1ccccn1 | -1.4 | -20 | 11 | -3
O=C(C[C@H]1C[C@H]2c3cc(NC(=O)C4CCC4)ccc3O[C@H]2[C@@H](CO)O1)NCc1ccncc1 | -3.0 | 12 | 5 | 6
O=C(Nc1ccc(F)cc1)Nc1ccc2c(c1)[C@H]1C[C@@H](CC(=O)N3CCCCC3)O[C@H](CO)[C@H]1O2 | -1.1 | -26 | -2 | -63
Cc1noc(C)c1NC(=O)N[C@H]1C=C[C@@H](CC(=O)NCc2ccc(Cl)c(Cl)c2)O[C@H]1CO | -2.0 | -26 | 1 | 23

Given with values under each structure: 8 of the compounds above.
Values run as follows: GASC1 inh	Tcruzi prolif	C diff HTS	Pf Dd2 inh
CCS(=O)(=O)NCC[C@H]1CC[C@H](NS(=O)(=O)c2cccc(Cl)c2)[C@@H](CO)O1
  -2.5	-25	·	0
CNC[C@@H]1Oc2c(NS(=O)(=O)c3cccs3)cccc2C(=O)N([C@H](C)CO)C[C@H]1C
  -0.3	20	-1	8
COc1ccccc1CNC(=O)C[C@H]1C[C@@H]2c3cc(NC(=O)CC4CC4)ccc3O[C@@H]2[C@@H](CO)O1
  0.8	15	-1	-26
CCC(=O)Nc1ccc2c(c1)C(=O)N(C)[C@H]1CC[C@H](CC(=O)Nc3c(F)cccc3F)O[C@@H]1CO2
  1.4	22	·	·
O=C(C1CC1)N1C[C@H]2[C@@H](c3ccccc31)[C@H](CO)N2C(=O)c1ccccn1
  -1.4	-20	11	-3
O=C(C[C@H]1C[C@H]2c3cc(NC(=O)C4CCC4)ccc3O[C@H]2[C@@H](CO)O1)NCc1ccncc1
  -3.0	12	5	6
O=C(Nc1ccc(F)cc1)Nc1ccc2c(c1)[C@H]1C[C@@H](CC(=O)N3CCCCC3)O[C@H](CO)[C@H]1O2
  -1.1	-26	-2	-63
Cc1noc(C)c1NC(=O)N[C@H]1C=C[C@@H](CC(=O)NCc2ccc(Cl)c(Cl)c2)O[C@H]1CO
  -2.0	-26	1	23

(more compounds)
SMILES | GASC1 inh | Tcruzi prolif | C diff HTS | Pf Dd2 inh
COCC#Cc1ccc([C@H]2[C@H](CO)N3C(=O)CN(C(=O)Nc4ccccc4F)C[C@@H]23)cc1 | 0.3 | · | 7 | -19
CCNC(=O)[C@H]1[C@H](CO)[C@H]2Cn3c(ccc(-c4ccccc4)c3=O)[C@@H]1N2C(=O)c1ccccn1 | -0.5 | 5 | -4 | 1
CN1c2ccc(C3=CCCCC3)cc2[C@@H]2[C@@H](CCN2C(=O)C2CC2)[C@H]1CO | 1.3 | · | -3 | -42
C[C@H]1CN([C@@H](C)CO)C(=O)Cc2cc(N(C)C)ccc2O[C@@H]1CN(C)C(=O)NC1CCCCC1 | 3.8 | 9 | -3 | -3
COc1ccc(S(=O)(=O)Nc2ccc3c(c2)C(=O)N([C@@H](C)CO)C[C@@H](C)[C@@H](CN(C)S(=O)(=O)c2ccc(OC)cc2)OCCCC[C@@H](C)O3)cc1 | 0.1 | 100* | 12 | -64
Cc1ccc(S(=O)(=O)Nc2ccc3c(c2)C(=O)N([C@@H](C)CO)C[C@H](C)[C@@H](CN(C)Cc2ccncc2)OCCCC[C@H](C)O3)cc1 | -1.3 | -58 | · | -35
C[C@@H]1CN([C@H](C)CO)C(=O)c2cc(NC(=O)CCC(F)(F)F)ccc2O[C@H]1CN(C)Cc1ccc(-c2ccccc2)cc1 | 0.1 | 100 | -5 | -60
C[C@@H]1CCCCO[C@H](CN(C)C)[C@@H](C)CN([C@H](C)CO)C(=O)c2cc(NC(=O)Nc3ccccc3)ccc2O1 | -1.5 | 0 | 3 | 8
Cc1ccc(-c2cnc3c(c2)C(=O)N([C@H](C)CO)C[C@H](C)[C@@H](CN(C)C(=O)c2ccccc2)O3)cc1 | 0.2 | 17 | -4 | -7
CC(C)NC(=O)N1[C@@H]2CN(C(=O)c3ccc(F)cc3)c3ccccc3[C@@H]2[C@@H]1CO | 0.3 | -10 | -1 | 0
O=C(N[C@H]1C=C[C@@H](CC(=O)N2CCc3ccccc3C2)O[C@H]1CO)C1CC1 | 5.4 | 51 | · | -1
CO[C@@H]1CN(C)C(=O)c2cc(NC(=O)Nc3cc(F)ccc3F)ccc2OC[C@H](C)N(C(=O)c2cnccn2)C[C@H]1C | 0.4 | · | · | 22
CCCN1C[C@H](C)[C@H](OC)CN(C)C(=O)c2ccc(NC(=O)Nc3cccc(F)c3)cc2OC[C@H]1C | 0.1 | · | -2 | -59
C[C@@H]1CN([C@@H](C)CO)C(=O)c2cc(NC(=O)C3CC3)ccc2O[C@@H]1CN(C)C(=O)Nc1ccc(F)cc1 | 8.9 | -36 | 6 | -2
C[C@@H]1CN([C@H](C)CO)S(=O)(=O)c2ccc(C3=CCCCC3)cc2O[C@@H]1CN(C)C(=O)Nc1ccc2c(c1)OCO2 | -0.4 | · | 16 | -15
CNC(=O)C[C@H]1CC[C@@H]2[C@@H](COc3ccc(NS(=O)(=O)c4cccc(F)c4)cc3C(=O)N2C)O1 | -1.4 | -80 | 0 | 8
C[C@@H]1CCCCO[C@@H](CN(C)C(=O)Nc2ccc3c(c2)OCO3)[C@@H](C)CN([C@@H](C)CO)C(=O)c2cc(NC(=O)Nc3cccc4ccccc34)ccc2O1 | -1.3 | · | 1 | -91*
CNC(=O)C[C@H]1CC[C@H]2[C@@H](COc3ccc(NS(=O)(=O)c4ccc(F)cc4)cc3C(=O)N2C)O1 | -1.7 | 17 | -11 | 5
C[C@@H]1CN([C@H](C)CO)C(=O)c2cc(C#Cc3cccc(F)c3)cnc2O[C@@H]1CN(C)C(=O)C1CCCCC1 | -1.4 | 115 | · | -88*
Cc1ccc(S(=O)(=O)N[C@@H]2CC[C@H](CCn3cc(C(C)C)nn3)O[C@H]2CO)cc1 | 0.6 | 65 | -3 | -30
COc1ccc(NC(=O)N(C)C[C@@H]2OCCCC[C@@H](C)Oc3ccc(NS(=O)(=O)c4ccc(C)cc4)cc3C(=O)N([C@H](C)CO)C[C@@H]2C)cc1 | -0.1 | 0 | · | -7
O=C(C[C@H]1CC[C@H]2[C@@H](COC[C@@H](O)CN2C(=O)c2ccc(F)cc2)O1)NCCCN1CCOCC1 | 1.8 | -61 | · | 5
COc1ccc(NC(=O)N(C)C[C@H]2Oc3ccc(NC(=O)Nc4ccc5c(c4)OCO5)cc3C(=O)N([C@@H](C)CO)C[C@@H]2C)cc1 | 0.6 | -3 | · | 1
C[C@@H]1CN([C@@H](C)CO)C(=O)c2ccccc2-c2ccccc2CO[C@H]1CN(C)C(=O)N[C@H](C)c1ccccc1 | 5.5 | 6 | -1 | 3
CC(C)CC#Cc1ccc2c(c1)O[C@H](CN(C)C(=O)C1CC1)[C@@H](C)CN([C@@H](C)CO)S2(=O)=O | -0.8 | 115* | · | -47
CCNC(=O)c1cc2c(c(-c3cccc(-c4cc5ccccc5o4)c3)n1)[C@@H](CCO)N(C(=O)NC(C)C)C2 | -24 | · | -14 | -76
Cc1noc(C)c1S(=O)(=O)Nc1ccc2c(c1)CC(=O)N([C@@H](C)CO)C[C@H](C)[C@H](CN(C)Cc1ccc(C(=O)Nc3ccccc3N)cc1)O2 | -0.1 | · | -7 | -78
O=C(C[C@H]1C[C@H]2c3cc(NC(=O)c4ccc5c(c4)OCO5)ccc3O[C@H]2[C@H](CO)O1)NCc1ccc(Oc2ccccc2)cc1 | -1.2 | 16 | 4 | -6
C[C@H](CO)N1C[C@H](C)[C@H](CN(C)C(=O)Nc2cccc3ccccc23)Oc2c(NC(=O)Nc3ccc(C(F)(F)F)cc3)cccc2C1=O | · | 89 | -36 | -16
CO[C@H]1CN(C)C(=O)c2ccc(NC(C)=O)cc2OC[C@H](C)N(C(=O)c2cccnc2)C[C@H]1C | -0.7 | 33 | 1 | 6
COC(=O)C[C@H]1CC[C@@H]2[C@H](COc3ccc(NC(=O)c4ccccc4)cc3C(=O)N2C)O1 | 0.0 | 22 | 3 | -9
Cc1noc(C)c1NC(=O)N[C@@H]1C=C[C@@H](CC(=O)Nc2ccc(-c3ccccc3)cc2)O[C@H]1CO | -1.6 | 0 | · | 1
COc1ccc(NC(=O)Nc2ccc3c(c2)C(=O)N([C@@H](C)CO)C[C@@H](C)[C@H](CN(C)C(=O)Nc2ccc(F)cc2)OCCCC[C@H](C)O3)cc1 | -1.3 | · | -2 | -4
C[C@H](CO)N1C[C@H](C)[C@H](CN(C)Cc2ccc3c(c2)OCO3)OCCCC[C@H](C)Oc2ccc(NS(C)(=O)=O)cc2C1=O | -1.0 | 22 | 2 | ·
COc1cccc(CNC(=O)C[C@@H]2CC[C@H](NC(=O)C3CCC3)[C@@H](CO)O2)c1 | -0.1 | -2 | -3 | 6
C[C@@H]1CCCCO[C@@H](CN(C)C(=O)Nc2ccc(C(F)(F)F)cc2)[C@H](C)CN([C@@H](C)CO)C(=O)c2cc(NS(=O)(=O)c3cn(C)cn3)ccc2O1 | -3.5 | 21 | 10 | -12
O=C(c1ccccc1)N1C[C@@H]2[C@H](c3ccccc31)[C@H](CO)N2Cc1ccccn1 | -1.3 | 25 | -5 | 0
CN1CCN(C(=O)[C@@H]2[C@@H](CO)[C@@H]3Cn4c(ccc(C5=CCCC5)c4=O)[C@@H]3N2Cc2nccs2)CC1 | 1.7 | -21 | -5 | 14
C[C@H](CO)N1C[C@H](C)[C@@H](CN(C)Cc2cccc(F)c2)Oc2ncc(-c3ccccc3F)cc2C1=O | 2.4 | · | 3 | -15
C[C@@H]1CN([C@H](C)CO)C(=O)c2cccc(NC(=O)Nc3ccc(C(F)(F)F)cc3)c2O[C@@H]1CN(C)S(=O)(=O)c1cccs1 | -3.0 | 93* | 6 | -19
O=C(CCN1CCCCC1)NCC[C@H]1CC[C@H](NC(=O)Nc2ccc(Cl)cc2)[C@@H](CO)O1 | -1.0 | -2 | 2 | -11
C[C@@H]1CN([C@H](C)CO)C(=O)c2cc(NC(=O)C3CCCCC3)ccc2O[C@@H]1CN(C)C(=O)Nc1ccc2c(c1)OCO2 | 0.0 | 28 | -5 | 6

Compound activity: PubChem BioAssay, Broad Institute
